High-throughput results: PubChem, Southern Research Specialized Biocontainment Screening Center
West Nile antiviral: West Nile virus antiviral activity, cell-based, CPE readout (AID 1621); CPE inhibition, % at 10 µM; hits with a dose series show IC50 in µM; West Nile virus-infected cells, CPE inhibition; higher % means a stronger effect; 290,000 tested, 0.02% active; in the data active = a potency from the dose series; inconclusive = CPE inhibition mostly from about 3.7% at the one dose, without a potency; inactive = the rest, 99 in 100 with CPE inhibition below about 2.2%; also: strong numbers were not always called active
Dengue-2 NS5 capping: Dengue-2 NS5 methyltransferase inhibitors, primary screen, biochemical, confirmation dose response (AID 588689). inhibition, % at 25 µM, or IC50 in µM where a hit was titrated. 340,000 tested, 0.3% active. Genome polyprotein (Dengue virus type 2 (strain 16681-PDK53)). Dengue-2 NS5 methyltransferase capping enzyme assay, biochemical; higher % means a stronger effect; in the data active = a potency from the dose series; inconclusive = inhibition above about 29% without an active follow-up result
Dengue-2 NS5 capping pilot replicate: second read-out of Dengue-2 NS5 capping, no call of its own (marks repeat the call); inhibition, %; measured here: pilot screen replicate inhibition
Numbers without * were called inactive; ? = inconclusive; & = joins results of further samples.

Preview:
SMILES	West Nile antiviral	Dengue-2 NS5 capping	others
CC1Cc2ccccc2N1C(=O)CSc1nc2c(c(=O)n(C)c(=O)n2C)n1Cc1ccc(F)cc1 (stereo unspecified)	0.2%	-8%
CCCC/C=C/[C@H](c1ccccc1)[C@H](CO)Cc1cccnc1	-0.6%	-6%
C[C@H]1CCC[C@@]2(O[C@H](CCO)C[C@@H](O)[C@@H]2O)O1	-0.2%	-4%
Cc1ccc(CN(N=Nc2nonc2N)c2nonc2N)c(C)c1	1.0%	-11%
C=CCOC(=O)C1=C[C@@H](c2csc3ccccc23)[C@H](CCCO)[C@@H](OCC)O1	-0.7%	-4%
COc1cc(/C=C/C(=O)O)ccc1O	-0.3%	-9%

Results, previewed entries included:
SMILES	West Nile antiviral	Dengue-2 NS5 capping	others
CC1Cc2ccccc2N1C(=O)CSc1nc2c(c(=O)n(C)c(=O)n2C)n1Cc1ccc(F)cc1 (stereo unspecified)	0.2%	-8%
CCCC/C=C/[C@H](c1ccccc1)[C@H](CO)Cc1cccnc1	-0.6%	-6%
C[C@H]1CCC[C@@]2(O[C@H](CCO)C[C@@H](O)[C@@H]2O)O1	-0.2%	-4%
Cc1ccc(CN(N=Nc2nonc2N)c2nonc2N)c(C)c1	1.0%	-11%
C=CCOC(=O)C1=C[C@@H](c2csc3ccccc23)[C@H](CCCO)[C@@H](OCC)O1	-0.7%	-4%
COc1cc(/C=C/C(=O)O)ccc1O	-0.3%	-9%
COC(C[C@H](O)C[C@H](O)[C@@H](C)OCc1ccccc1)OC	0.3%	-11%
O=C(Cn1nc(-c2ccccc2)ccc1=O)N1CCOCC1	0.1%	3%
CC(=O)Nc1ccc2c(c1)ncn2C1CCCCC1	0.6%	-6%
C[C@H](CCC(=O)O)[C@H]1CC[C@H]2[C@@H]3CC[C@@H]4C[C@H](O)CC[C@]4(C)[C@H]3C[C@H](O)[C@]12C	-0.3%	-3%&2%&-8%
C=CCN1c2ccccc2[C@]23C[C@@H](C(=O)OC)N(C(=O)OCC)C2=NC(C(=O)OC)=C(C(=O)OC)[C@H]13	-0.5%	-3%
Cc1csc(N2CCCC2c2nc3cc(Cl)c(N4CCCCC4)cc3n2CCCO)n1 (stereo unspecified)	0.2%	-5%
CCOC(=O)C[C@H]1c2cc(F)ccc2S(=O)(=O)N1C(C)C	0.1%	-5%
CCOC(=O)Nc1cccc(OCC(=O)Nc2ccccc2OC)c1	0.1%	2%
O=C(C1=C[C@@H](c2ccc(C(F)(F)F)cc2)C[C@@H](OCCCCO)O1)N1CCCCCCC1	-0.7%	-2%
O=C(CSc1nnc(CN2CCOCC2)n1-c1ccc(Cl)cc1)N1CCc2ccccc21	0.1%	5%
CCOC(=O)C1=C(C)Nc2nnnn2C1c1cccc(OC)c1OC (stereo unspecified)	-0.3%	-4%
Cc1cc(C(F)F)n2nc(C(=O)Nc3ccc(S(=O)(=O)N4CCCCCC4)cc3)nc2n1	0.2%	-9%
C[C@@H]1CCC[C@@]2(O[C@H](CCO)C[C@H](O)[C@H]2O)O1	0.5%	-6%
Cc1cc(NC(=O)CSc2nc3c(c(=O)n2-c2ccc(Cl)cc2)SCC3)no1	-0.8%	-1%
COc1ccc(CNC(=O)[C@@H]2CC=C[C@@H]3CCN(C4CCCCC4)C(=O)[C@@H]32)cc1	-0.2%	-6%
CCOC(=O)C[C@H]1c2ccc(C(F)(F)F)cc2S(=O)(=O)N1C(C)(C)C	0.0%	4%
CC(=O)C1=C(O)C(=O)N(CCN2CCOCC2)C1c1ccc(N(C)C)cc1 (stereo unspecified)	0.4%	5%
CCn1c(SCC(=O)c2cc(OC)ccc2OC)nnc1-c1ccncc1	0.7%	-2%
COc1ccc(CNc2nc3nc(C)c(Cl)c(C)n3n2)cc1OC	-0.4%	-7%

(cont.)
SMILES	West Nile antiviral	Dengue-2 NS5 capping	others
COc1ccccc1OCC(O)CN1CCN(CC(=O)Nc2c(C)cccc2C)CC1 (stereo unspecified)	-0.3%	-4%&1%
Cc1ccnc(SCCn2c(N3CCC(C)CC3)nc3c2c(=O)n(C)c(=O)n3C)n1	0.6%	-2%
COCCCNC(=O)C(C#N)c1nc2ccccc2nc1N1CCCC1 (stereo unspecified)	0.1%	-30%
C#CCNC(=O)C1=C[C@@H](c2ccc3c(c2)OCO3)C[C@@H](OCCCCO)O1	0.1%	0%
CCN(CC)CC#CC(C)(C)OC(C)=O	-0.3%	-6%
Cc1ccc(OCc2nnc(SCC(=O)N3CCc4ccccc43)n2C)cc1	-0.3%	-2%
O=C(NCC1CCCO1)c1ccc2c(c1)S(=O)(=O)c1ccccc1C2=O (stereo unspecified)	0.8%	-12%
CCN1C(=O)N[C@@H](c2ccco2)C(C(=O)OC)=C1C	-0.6%	-2%
COc1ccc(-c2cn3c(C)c(C(=O)N4CCCc5ccccc54)sc3n2)cc1	0.4%	-6%
CC(=O)Nc1ccccc1Nc1nc(NCCO)nc(N2CCCC2)n1	-0.4%	1%
Cn1c(CSc2nc3ccccc3s2)nnc1SCC(=O)NCc1cccnc1	3.3%	-1%
CC(C)(C)SCCNC(=O)c1ccc(Cl)c(S(=O)(=O)N2CCOCC2)c1	-0.4%	1%
COC(C[C@H]1O[C@@H]1C(=O)[C@H](C)OCc1ccccc1)OC	0.1%	-9%
CC1(c2nnc(Cc3ccccc3)o2)CC(c2ccc(Cl)cc2)=NO1 (stereo unspecified)	-0.4%	-5%
CCC(C)[C@H]1CN=C(N)N1CCc1cccc2ccccc12 (stereo partly specified)	0.6%	-3%
Cc1nc(C(=O)O)sc1C1(C)CC(c2cccc([N+](=O)[O-])c2)=NO1 (stereo unspecified)	-0.8%	-2%
Cc1nc(SCC(=O)Nc2c(C)n(C)n(-c3ccccc3)c2=O)[nH]c(=O)c1C	-0.2%	1%
N#Cc1c(Cc2cccc3ccccc23)nn(CCO)c1N	0.5%	-2%
CCOc1cc(N)c(Cl)cc1C(=O)NCC1CN(Cc2ccc(F)cc2)CCO1 (stereo unspecified)	-0.8%	1%
CC(C)(C)CC(C)(C)Nc1c(-c2ccc(O)cc2)nc2cnccn12	-0.2%	-5%
CCOc1ccc(NC(=O)c2ccc(F)cc2F)cc1	1.3%	1%
Cn1c(N)c(C#N)c(C#N)c1-c1ccccc1	0.1%	5%
CCN1C(=O)N[C@H](c2ccc(Br)cc2)C(C(=O)OC)=C1C	0.1%	-6%
CC(C)C[C@H]1COCCS(=O)(=O)N1Cc1ccc(Cl)c(Cl)c1	-1.0%	-6%
Brc1ccc([C@H]2CN3CCSC3=N2)cc1	1.4%	1%

Grouped by structure: the compounds so far with two or more sulfur atoms
SMILES	West Nile antiviral	Dengue-2 NS5 capping	others
Cc1cc(NC(=O)CSc2nc3c(c(=O)n2-c2ccc(Cl)cc2)SCC3)no1	-0.8%	-1%
Cn1c(CSc2nc3ccccc3s2)nnc1SCC(=O)NCc1cccnc1	3.3%	-1%
CC(C)(C)SCCNC(=O)c1ccc(Cl)c(S(=O)(=O)N2CCOCC2)c1	-0.4%	1%

The results go on.
SMILES	West Nile antiviral	Dengue-2 NS5 capping	others
O=C(c1ccco1)N1CCN(C(=O)c2ccc(COc3ccc(Cl)cc3Cl)o2)CC1	0.2%	-3%
COc1ccc(N(CC(=O)NCC2CCCO2)C(=O)CCC(=O)Nc2nccs2)cc1 (stereo unspecified)	0.2%	-1%
CC(=O)c1cc(C#N)c(Oc2ccc(Cl)cc2Cl)nc1C	-0.5%	-1%
CCOC(=O)C1(CCOc2ccccc2)CCN(Cc2ccccc2O)CC1	-1.9%	-15%
CCOC(=O)CSc1nnc(C)c(C)n1	-0.4%	-6%
C#CCNC(=O)[C@H](Cc1ccc(C(=O)c2ccccc2)cc1)NC(=O)OC(C)(C)C	-0.8%	-2%
C=C1CC2C(=O)N(Cc3ccccc3)C(C(=O)OCC)(C(=O)OCC)C1N2C(=O)OC(C)(C)C (stereo unspecified)	0.3%	1%
O=C(CN1CCOc2ccccc21)N1CCN(c2cccc(Cl)c2)CC1	-0.7%	-7%
C=CCOC(=O)C1=C[C@H](C(C)(C)C)[C@@H](CCCO)[C@H](OCC)O1	-0.7%	-2%
CC1(c2nnc(-c3cccc(Cl)c3)o2)CC(c2cccc(F)c2)=NO1 (stereo unspecified)	-0.1%	-10%
CC(=O)NC(c1cccc([N+](=O)[O-])c1)c1c(OC(C)=O)ccc2ccccc12 (stereo unspecified)	-0.2%	-2%
CN(C)Cc1cn(CCC(=O)O)c2ccccc12	-0.6%	2%	Dengue-2 NS5 capping pilot replicate=2.1
O=C(N/N=C/c1cc2c(cc1Cl)OCO2)c1ccccn1	0.9%	-2%
COc1ccc(C(=O)/C=C/c2ccccc2OC)c(OC(=O)c2ccc([N+](=O)[O-])cc2)c1	?	1%
CC(=O)Nc1nc2c(F)cccc2s1	0.1%	-6%
CSCCC(NS(=O)(=O)/C=C/c1ccccc1)C(=O)N1CCC(C)CC1 (stereo unspecified)	0.0%	4%
CCN1C(=O)N[C@@H](CCc2ccccc2)C(C(=O)OC)=C1C	-0.4%	-9%
COc1ccc2nc(-c3ccc(F)cc3)sc2c1	-0.1%	-5%
Cc1cc2oc3cc(NCCC4CCCN4C)ccc3c(=O)c2cc1C (stereo unspecified)	-0.7%	-5%
C[C@H]1CC[C@@]2(O[C@@H](CCO)C[C@H](O)[C@H]2O)O1	0.1%	1%
O=S1(=O)CCOC[C@H](Cc2ccccc2)N1Cc1cccc(F)c1	-0.3%	1%
COc1cccc(SCc2noc(C(=O)NCC3CC3)c2C(=O)NCC2CC2)c1	-0.7%	-5%
CN/C(=C\[N+](=O)[O-])NCCSCc1csc(CN(C)C)n1	-0.1%	-6%
CC(C)C[C@@H](CO)NC(=O)CC[C@H](NC(=O)OC(C)(C)C)C(=O)N(Cc1ccccc1)Cc1ccccc1	-1.0%	-2%
Cc1ccccc1C(=O)Oc1cccc(Nc2ncnc3ccccc23)c1	?	-2%

Gathered by group, the compounds so far with a furan ring, fused or not.
SMILES	West Nile antiviral	Dengue-2 NS5 capping	others
CCN1C(=O)N[C@@H](c2ccco2)C(C(=O)OC)=C1C	-0.6%	-2%
O=C(c1ccco1)N1CCN(C(=O)c2ccc(COc3ccc(Cl)cc3Cl)o2)CC1	0.2%	-3%

Pulled by compound from above, two records:
SMILES	West Nile antiviral	Dengue-2 NS5 capping	others
CN(C)Cc1cn(CCC(=O)O)c2ccccc12	-0.6%	2%	Dengue-2 NS5 capping pilot replicate=2.1
Cc1cc2oc3cc(NCCC4CCCN4C)ccc3c(=O)c2cc1C (stereo unspecified)	-0.7%	-5%

Other records
SMILES	West Nile antiviral	Dengue-2 NS5 capping	others
CC1(c2nnc(Cc3ccccc3)o2)CC(c2cccnc2)=NO1 (stereo unspecified)	0.3%	-1%
CC(C)=CCc1c(O)cc2c(c1O)C(=O)CC(c1ccccc1)O2 (stereo unspecified)	-0.5%	-2%
CC(C)CC(CO)N1CCN(C(=O)c2ccc(Cl)cc2)CCC1=O (stereo unspecified)	-0.1%	2%
CCOC(=O)[C@@H]1[C@H]2COc3ccc(Br)cc3[C@@H]2N2C(=O)N(c3cccc(Cl)c3)C(=O)[C@]12C	-0.5%	3%
COc1ccc([C@H]2/C=C\CN(S(=O)(=O)c3ccc4ccccc4c3)[C@@H](C)C(=O)N2Cc2ccc(F)cc2)cc1	-1.4%	-4%
Cc1ccc2ccc3cccnc3c2n1	-1.5%	5%	Dengue-2 NS5 capping pilot replicate=1.5
Cc1cccn2c(=O)c3cc(C#N)c(=NC(=O)c4cccnc4)n(CC4CCCO4)c3nc12 (stereo unspecified)	0.2%	?
CC(=O)NNC(=O)N1Cc2ccccc2Oc2ccc(Cl)cc21	0.0%	-2%
CC1=CC(c2ccccc2)n2nc(N)nc2N1 (stereo unspecified)	0.6%	-2%
COc1cccc(C2NC(=O)NC(C)=C2C(=O)OCCSC)c1OC (stereo unspecified)	0.2%	-3%
C#CCNC(=O)C1=C[C@@H](c2ccc(C#C)cc2)C[C@@H](OCCCCO)O1	-0.2%	-9%
O=C1CC2(CCCCC2)Oc2ccccc21	0.1%	1%
OCC[C@@H]1C[C@H](O)[C@@H](O)[C@@]2(CCCCO2)O1	0.5%	-7%
COc1ccc(-c2ccc(N)[n+](CCCC(=O)O)n2)cc1	0.3%	4%

Some of the compounds tested; the hit share may differ from the screen's.
